Screens as filed in PubChem.
E coli Lon inh – inhibitors of E. coli Lon protease. AID 602123. P0A9M0. purified E. coli Lon protease, fluorescence polarization. inhibition, % at 7.94 µM. 0.42% of 360,000 active; in the data active means inhibition above about 13%, passing the limit was not always enough;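 further: 0% = enzyme with probe and DMSO and 100% = no enzyme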
PABP1 MLLE inh – blocks PAM2 peptide binding to the PABP1 MLLE domain. inhibition, % at 20 µM. P11940. GST-MLLE / FITC-PAM2 fluorescence polarization. AID 588489. 0.36% of 360,000 active; in the data active means inhibition above about 35%, passing the limit was not always enough;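 further: plate controls were DMSO wells with GST-MLLE for no effect and wells lacking GST-MLLE protein for full effect; some results filed as inactive read as strong as hits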
Target sequence (P11940 whole entry, looked up, the tested form may be a part): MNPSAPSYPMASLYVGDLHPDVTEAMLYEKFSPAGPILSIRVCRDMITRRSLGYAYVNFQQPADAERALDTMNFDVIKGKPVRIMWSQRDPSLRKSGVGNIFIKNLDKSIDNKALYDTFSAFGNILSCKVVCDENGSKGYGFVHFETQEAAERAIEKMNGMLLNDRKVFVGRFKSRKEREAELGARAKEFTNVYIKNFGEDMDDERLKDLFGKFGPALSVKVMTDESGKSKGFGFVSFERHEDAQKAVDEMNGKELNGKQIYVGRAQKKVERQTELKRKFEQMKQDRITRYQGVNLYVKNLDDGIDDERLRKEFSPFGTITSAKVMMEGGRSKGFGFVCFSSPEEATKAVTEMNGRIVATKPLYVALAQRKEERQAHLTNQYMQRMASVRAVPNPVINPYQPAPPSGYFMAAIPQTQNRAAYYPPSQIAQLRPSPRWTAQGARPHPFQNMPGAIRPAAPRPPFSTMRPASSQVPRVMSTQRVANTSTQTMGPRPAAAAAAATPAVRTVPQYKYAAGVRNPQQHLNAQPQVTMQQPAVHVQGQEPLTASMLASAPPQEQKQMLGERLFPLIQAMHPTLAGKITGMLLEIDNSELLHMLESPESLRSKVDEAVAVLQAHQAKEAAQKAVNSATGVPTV
bovine MsrA act – activators of bovine methionine sulfoxide reductase A; activation, % at 10.6 µM; purified bovine MsrA, absorbance read-out; 0.3% of 360,000 active; in the data active means activation above about 7.5%;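 further: 0% = vehicle and 100% = reference activator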
SKN-1 inh – C. elegans SKN-1 inhibition; C. elegans VP596 Pgst-4::GFP/RFP ratio, acrylamide-induced, 24 h; inhibition, % at 21.8 µM; 0.49% of 360,000 active; AID 624304;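 active means interference check ratio from 0.5 to 1.5 plus GFP to RFP signal ratio inhibition reaching or exceeding a fixed threshold, cut at about 30% in these data, passing the limit was not always enough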; further: some compounds called inactive have numbers as strong as hits
TbMetRS inhib – Trypanosoma brucei MetRS inhibition. purified T. brucei MetRS, ATP depletion, Kinase-Glo luminescence. inhibition, % at 11.9 µM. 0.4% of 360,000 active;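 active means inhibition above a per-plate cutoff of the control wells' mean inhibition plus 3 SD, cut at about 5.5% in these data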;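 further: 0% = DMSO wells median and 100% = median of wells with control inhibitor compound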
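assay system = parasite MetRS enzyme | timing = 15 min preincubation, 2 h reaction, all 25 °C | evaluation = percent inhibition relative to median high and low control wells | medium = HEPES buffer containing pyrophosphatase, BSA, spermine, DTT | compound = single dose, 11.9 µM final nominal, 0.9% final DMSO | detection = Kinase-Glo luminescence, ATP depletion format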
MT1-MMP act inh – MT1-MMP (human) activation inhibition; P50281; 0.061% of 360,000 active; HT1080 RFP-PRO-GFP cells, GFP/RFP ratio fluorescence, overnight; percent of plate control window, DMSO zero; GFP/RFP ratio change, % at 20 µM;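 active means GFP/RFP ratio change of at least 30% with cell ATP level not reduced by more than half and red fluorescence within 50% of control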; further: strong numbers were not always called active
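Test system: HT1080 cells expressing an RFP-PRO-GFP fluorescent reporter construct / Compound dosing: single-point 20 µM compound, 1% DMSO / Schedule: cells overnight before dosing, compound overnight, 37 °C, 5% CO2 / Evaluation: GFP/RFP fluorescence ratio / Control set: DMSO and RFP-L50D-GFP cell wells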
MsrA inhibitor – inhibits bovine methionine sulfoxide reductase A; purified bovine MsrA, absorbance read-out; inhibition, % at 15.5 µM; 0.75% of 360,000 active; in the data active means inhibition above about 4.5%;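 further: 0% = vehicle wells with enzyme and 100% = reference inhibitor wells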
NRP1-CendR mod – modulators of CendR peptide binding to human neuropilin-1; FAM-RPARPAR peptide binding to NRP-1, fluorescence polarization; inhibition, % at 25 µM; 0.85% of 360,000 active; AID 602438;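 active means inhibition or corrected inhibition above about 18%, plus a signal ratio from 0.5 to 1.5, limit read from the data, passing the limit was not always enough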; further: strong numbers were not always called active
FAS TE block – inhibitors of human fatty acid synthase thioesterase domain; P49327; recombinant FAS-TE, OMFH fluorogenic substrate, fluorescence endpoint; inhibition, % at 15 µM; 0.67% of 360,000 active;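 active means compounds whose normalised, plate-corrected inhibition of enzyme fluorescence in the single-dose primary screen is 50% or more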;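 further: 0% = DMSO with enzyme and 100% = substrate without enzyme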
The depositor's hits bear a star; . = not tested or not shown.

Start of the data: the first two compounds, to show the layout:
Field names – A = E coli Lon inh; B = PABP1 MLLE inh; C = bovine MsrA act; D = SKN-1 inh; E = TbMetRS inhib; F = MT1-MMP act inh; G = MsrA inhibitor; H = NRP1-CendR mod; I = FAS TE block
1. Cc1ccc(C)c(OCCNc2ncccc2[N+](=O)[O-])c1
  A = -4 | B = -13 | C = -13 | D = -8 | E = -0.2 | F = -6 | G = -0.9 | H = 4 | I = 24

2. COc1cc(NS(=O)(=O)c2ccc3[nH]c(=O)[nH]c3c2)cc(OC)c1
  A = 1 | B = 7 | C = -3 | D = -14 | E = -0.7 | F = 2 | G = 2.7 | H = 14 | I = -2

This part in full (from the top)
Field names – A = E coli Lon inh; B = PABP1 MLLE inh; C = bovine MsrA act; D = SKN-1 inh; E = TbMetRS inhib; F = MT1-MMP act inh; G = MsrA inhibitor; H = NRP1-CendR mod; I = FAS TE block
1. Cc1ccc(C)c(OCCNc2ncccc2[N+](=O)[O-])c1
  A = -4 | B = -13 | C = -13 | D = -8 | E = -0.2 | F = -6 | G = -0.9 | H = 4 | I = 24

2. COc1cc(NS(=O)(=O)c2ccc3[nH]c(=O)[nH]c3c2)cc(OC)c1
  A = 1 | B = 7 | C = -3 | D = -14 | E = -0.7 | F = 2 | G = 2.7 | H = 14 | I = -2

3. CC(C)n1cc2c(N)ncnc2n1
  A = -5 | B = 3 | C = -3 | D = -2 | E = -0.1 | F = -2 | G = 0.0 | H = 2 | I = -6

4. CCCc1cc2c(cc1NS(=O)(=O)c1ccc(CCNC(C)=O)cc1)OCO2
  A = -3 | B = 9 | C = 3 | D = -1 | E = 0.1 | F = -4 | G = -1.4 | H = 5 | I = -8

5. Cc1ccc(S(=O)(=O)N2CCCC2CNC(=O)c2ccc(F)c(F)c2)cc1 (stereo not given)
  A = 1 | B = 7 | C = -12 | D = 28 | E = -0.6 | F = 1 | G = -1.5 | H = 1 | I = 4

6. COc1ccc(C(=O)NC2CC2)cc1OC1CCN(Cc2ccc(NC(C)=O)cc2)CC1
  A = -8 | B = 5 | C = 1 | D = 22 | E = 0.2 | F = 2 | G = -0.4 | H = 5 | I = -4

7. COc1ccc(CN2C(=O)c3ccccc3C2C(=O)NCc2cccnc2)c(OC)c1 (stereo not given)
  A = -7 | B = -16 | C = -12 | D = 8 | E = -1.6 | F = 2 | G = . | H = 23 | I = -6

8. c1ccc(CNC2=NCCCC2)cc1
  A = -3 | B = 11 | C = -12 | D = -13 | E = 1.1 | F = 0 | G = 1.4 | H = 1 | I = -8

9. COCCNC(=O)C12CC3CC(CC(Cl)(C3)C1)C2
  A = -12 | B = 3 | C = -8 | D = -14 | E = -0.5 | F = 6 | G = 0.0 | H = 2 | I = -3

10. C[n+]1cccc(NC(=O)c2ccccc2)c1
  A = -4 | B = . | C = 1 | D = -1 | E = 0.3 | F = 3 | G = 0.1 | H = 0 | I = -11

11. CC(=O)NS(=O)(=O)c1ccc(NS(=O)(=O)c2ccc3ccccc3c2)cc1
  A = -2 | B = 7 | C = -4 | D = 4 | E = 0.6 | F = -2 | G = 0.8 | H = -1 | I = -1

12. CCCc1nc2ccccc2c(C(=O)OCC(=O)NCc2ccc3c(c2)OCO3)c1CC
  A = 5 | B = -30 | C = -9 | D = -3 | E = -1.0 | F = -2 | G = -1.5 | H = -4 | I = 28

13. CCN1CCN(CCC(=O)Nc2cc(OC)cc(OC)c2)CC1
  A = -6 | B = 3 | C = -4 | D = -13 | E = -0.4 | F = -1 | G = -0.6 | H = 0 | I = -3

14. Cc1ccc(C(=O)Nc2ccccc2-c2ccccc2)cc1[N+](=O)[O-]
  A = -3 | B = 5 | C = -3 | D = 3 | E = -1.0 | F = 1 | G = -0.2 | H = -12 | I = 22

15. COc1cccc(NC(=S)N2CCN(S(C)(=O)=O)CC2)c1
  A = -5 | B = -5 | C = -5 | D = -2 | E = -0.5 | F = -3 | G = 0.5 | H = -1 | I = -4

Some values from the list.
NRP1-CendR mod result of no. 1 is entered as 4
PABP1 MLLE inh result of no. 4 is entered as 9

Compound profiles, as listed above. Values in the order: E coli Lon inh	PABP1 MLLE inh	bovine MsrA act	SKN-1 inh	TbMetRS inhib	MT1-MMP act inh	MsrA inhibitor	NRP1-CendR mod	FAS TE block
COc1ccc(CN2C(=O)c3ccccc3C2C(=O)NCc2cccnc2)c(OC)c1 (stereo not given) across the screens: -7	-16	-12	8	-1.6	2	.	23	-6
Cc1ccc(S(=O)(=O)N2CCCC2CNC(=O)c2ccc(F)c(F)c2)cc1 (stereo not given) across the screens: 1	7	-12	28	-0.6	1	-1.5	1	4
CC(=O)NS(=O)(=O)c1ccc(NS(=O)(=O)c2ccc3ccccc3c2)cc1 across the screens: -2	7	-4	4	0.6	-2	0.8	-1	-1
COc1cc(NS(=O)(=O)c2ccc3[nH]c(=O)[nH]c3c2)cc(OC)c1 across the screens: 1	7	-3	-14	-0.7	2	2.7	14	-2
Cc1ccc(C)c(OCCNc2ncccc2[N+](=O)[O-])c1 across the screens: -4	-13	-13	-8	-0.2	-6	-0.9	4	24

Continued.
Field names – A = E coli Lon inh; B = PABP1 MLLE inh; C = bovine MsrA act; D = SKN-1 inh; E = TbMetRS inhib; F = MT1-MMP act inh; G = MsrA inhibitor; H = NRP1-CendR mod; I = FAS TE block
16. COc1ccc(NC(=O)COC(=O)CCc2cc(OC)c(OC)c(OC)c2)c([N+](=O)[O-])c1
  A = -3 | B = 8 | C = 0 | D = -16 | E = -0.3 | F = 0 | G = 0.4 | H = 4 | I = 14

17. Cc1[nH]c2ccccc2c1C(=O)CN1C(=O)C(=O)N(Cc2ccco2)C1=O
  A = -4 | B = 0 | C = -2 | D = -4 | E = 1.5 | F = -1 | G = 0.7 | H = -9 | I = 0

18. CCOC(=O)COc1c(OC)cc(Cl)cc1C1Nc2ccccc2C(=O)N1c1ccccc1 (stereo not given)
  A = -3 | B = -5 | C = -2 | D = 3 | E = 0.5 | F = -6 | G = 0.0 | H = 3 | I = 26

19. COc1ccc(Cl)cc1-n1c(=S)sc2c(=O)[nH]c(SCC(=O)NCC3CCCO3)nc21 (stereo not given)
  A = -2 | B = 10 | C = -5 | D = 16 | E = 1.7 | F = 3 | G = 4.4 | H = 5 | I = -7

20. O=C(CSc1ncccn1)N1CCN(S(=O)(=O)c2ccccc2)CC1
  A = 7 | B = 1 | C = -1 | D = 5 | E = -0.1 | F = -4 | G = -0.8 | H = -14 | I = 2

21. Cc1ccc(CCNc2ccccc2C)cn1
  A = 1 | B = -6 | C = -1 | D = -1 | E = -1.1 | F = 1 | G = -0.1 | H = 8 | I = -5

22. O=C(NCc1ccc(F)cc1)C1CC(=O)N(CCc2ccccc2)C1 (stereo not given)
  A = -1 | B = -12 | C = -1 | D = -5 | E = -0.6 | F = 3 | G = 0.4 | H = 1 | I = -2

23. N#C/C(=C\c1ccc(Sc2ccccc2)o1)c1nc2ccccc2[nH]1
  A = -7 | B = -28 | C = -15 | D = -10 | E = -0.2 | F = -77 | G = 1.0 | H = -8 | I = -12

24. CC(C)=CCc1ccc(O)c(=O)cc1C(C)C
  A = -1 | B = 9 | C = -4 | D = 7 | E = -0.2 | F = 10 | G = 1.6 | H = -4 | I = 0

25. O=C(Cc1ccccc1)NNC1CC(=O)N(c2ccccc2)C1=O (stereo not given)
  A = 0 | B = 3 | C = -2 | D = 16 | E = 0.3 | F = 4 | G = 1.1 | H = -7 | I = -4

26. Nc1nc(F)cc(N2CCCCCC2)n1
  A = -4 | B = 11 | C = 0 | D = 7 | E = -0.5 | F = -3 | G = -1.1 | H = -1 | I = -8

27. O=C(C1CCN(S(=O)(=O)c2ccccc2F)CC1)N1CCCC1
  A = 3 | B = 0 | C = -9 | D = -3 | E = -0.7 | F = 4 | G = 0.1 | H = -2 | I = -3

28. COc1ccc(OC)c(Nc2c3ccccc3nc3ccccc23)c1
  A = -8 | B = 5 | C = -2 | D = 17 | E = -0.8 | F = 3 | G = 0.7 | H = -10 | I = 11
